AI-2 QS modul = modulators of Vibrio harveyi AI-2 quorum sensing system | activity change, % at 7.5 µM | Vibrio harveyi JMH597 AI-2 luminescence/OD600 ratio, 9 h; stronger effect = lower value; strain lacks LuxN and CqsS sensors; 0 = neutral-control median | 300,000 compounds, 0.4% hits | AID 2094; in the data active = activity change below about -75%, passing the limit was not always enough; inconclusive = no clear call, values can overlap the other calls;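 note: luminescence divided by OD600 gain over 9 h not by final OD600 alone; inactives centre near 13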
MrgX1 ag = activates human MrgX1 receptor signaling. B-score at 10 µM. MrgX1-HEK293 cells, Fluo-4 calcium fluorescence, agonist mode; stronger effect = higher value. 310,000 compounds, 0.44% hits. AID 588627. Q96LB2;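 active = calcium response B-score plate-corrected fluorescence ratio at least 3 library SD, with starting fluorescence B-score inside 5 SD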
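Test system: Stable human MrgX1 HEK293 cell line | Schedule: Overnight plating before 1 h dye loading | Read-out basis: Baseline-normalised fluorescence change ratio, B-scored | Detection: Kinetic calcium dye fluorescence, Fluo-4 NW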
MrgX1 PAM = allosterically activates human MrgX1 receptor signaling | 310,000 compounds, 0.63% hits | Q96LB2 | B-score at 10 µM | MrgX1-HEK293, Fluo-4 calcium flux, FDSS; stronger effect = higher value;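 active = plate-corrected calcium response at least 3 library SD above typical, normal starting fluorescence, not activating the receptor alone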;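 note: compound read alongside a low EC10 to EC30 dose of BAM8-22 agonist; peak minus trough fluorescence over baseline measured at the second addition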
TRPC6 activator = activators of mouse TRPC6 channel; HEK293-TRPC6 membrane potential dye fluorescence; stronger effect = higher value; Q61143; B-score at 10 µM; 310,000 compounds, 0.13% hits;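 active = B-score of the integrated fluorescence ratio above library mean plus 3 SD, and starting fluorescence ratio within library mean plus 5 SD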;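 note: higher score means more depolarization so channel activation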
Target sequence (Q61143 whole entry, looked up): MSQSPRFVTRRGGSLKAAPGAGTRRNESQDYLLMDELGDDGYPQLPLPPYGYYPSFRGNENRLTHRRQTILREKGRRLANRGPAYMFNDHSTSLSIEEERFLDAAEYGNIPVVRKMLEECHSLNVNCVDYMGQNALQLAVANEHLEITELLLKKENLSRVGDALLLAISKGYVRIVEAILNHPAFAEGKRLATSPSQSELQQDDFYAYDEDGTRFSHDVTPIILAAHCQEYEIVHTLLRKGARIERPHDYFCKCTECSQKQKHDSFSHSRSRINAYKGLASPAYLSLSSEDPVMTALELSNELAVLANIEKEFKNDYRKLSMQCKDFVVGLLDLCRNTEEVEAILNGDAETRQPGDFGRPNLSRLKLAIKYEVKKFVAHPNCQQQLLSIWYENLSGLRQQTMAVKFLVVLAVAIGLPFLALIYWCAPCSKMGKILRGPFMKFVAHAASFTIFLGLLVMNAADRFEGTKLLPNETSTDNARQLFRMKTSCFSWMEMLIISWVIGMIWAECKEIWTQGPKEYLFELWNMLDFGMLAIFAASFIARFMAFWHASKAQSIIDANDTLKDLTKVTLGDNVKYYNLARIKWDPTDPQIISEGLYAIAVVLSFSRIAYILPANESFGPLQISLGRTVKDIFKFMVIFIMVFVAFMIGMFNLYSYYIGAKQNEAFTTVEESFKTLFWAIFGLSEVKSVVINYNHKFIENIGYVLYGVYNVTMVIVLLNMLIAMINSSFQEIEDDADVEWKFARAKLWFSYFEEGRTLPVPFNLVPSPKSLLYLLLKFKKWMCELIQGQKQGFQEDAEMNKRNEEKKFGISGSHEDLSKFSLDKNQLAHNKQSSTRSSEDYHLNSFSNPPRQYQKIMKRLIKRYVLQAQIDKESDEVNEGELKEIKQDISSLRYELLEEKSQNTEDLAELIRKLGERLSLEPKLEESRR
MrgX1 antag = blocks BAM8-22 activation of human MrgX1 receptor; Q96LB2; MRGX1-HEK293 calcium flux, Fluo-4, BAM8-22 antagonism; stronger effect = lower value; B-score at 10 µM; 310,000 compounds, 1.3% hits;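 active = calcium-response B-score plate-corrected more than 3 library SD below zero, starting fluorescence within 5 deviations, no agonist response on first addition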;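 note: peak minus trough fluorescence over baseline after final BAM8-22 challenge near maximal dose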
TRPC6 inh = mouse TRPC6 channel inhibition. 310,000 compounds, 1.1% hits. B-score at 10 µM. HEK293-TRPC6, membrane potential dye, ACh-evoked depolarization; stronger effect = lower value;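 active = B-score under library mean minus 3 SD, initial fluorescence not abnormally high, positive integrated signal ratio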;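 note: B-score derived from integrated fluorescence ratio over the kinetic read; more negative B-score means stronger inhibition of depolarization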
TRPC4 block = blocks the mouse TRPC4 cation channel. 300,000 compounds, 0.39% hits. Q9QUQ5. B-score at 10 µM. AID 2247. HEK293 TRPC4beta/mu-opioid, DAMGO-evoked Fluo4 calcium flux; stronger effect = lower value;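 active = B-score over 3 SD under the library average, no early fluorescence shift, positive overall ratio signal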
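Assay system: TRPC4beta/mu-opioid receptor HEK293 cell line; compound dosing: single concentration per test compound; detection: Fluo4 Ca2+ flux fluorescence; evaluation: per-well B score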
HIF act = HIF pathway transcriptional activation | activation, % at 7.5 µM (by protocol) | 300,000 compounds, 0.32% hits | U2OS HRE-luciferase reporter, luminescence; normalized: DMSO 0%, desferrioxamine 100%;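 active = mean activation of at least 10% of the iron chelator positive control signal, with at least half of replicates also reaching 10%; inconclusive = mean and replicate majority disagree about reaching 10%; inactive = mean and most replicates under 10%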
TRPC4 PAM = TRPC4 (mouse) allosteric potentiation. HEK293 TRPC4beta/mu-opioid, DAMGO EC20, Fluo-4 Ca2+ flux; stronger effect = higher value. B-score at 10 µM. 310,000 compounds, 0.42% hits. AID 2227;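 active = B-score of calcium response area above 5 SD of library B-scores, with initial fluorescence ratio within 5 SD of library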;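 note: B-score of integrated fluorescence ratio over time as area under calcium response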
TRPC4 agonist = activators of mouse TRPC4 channel | B-score at 10 µM | HEK293 TRPC4beta/mu-opioid, Fluo4 calcium fluorescence; stronger effect = higher value | Q9QUQ5 | 310,000 compounds, 0.49% hits;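 active = B-score above 5 SD of library B-scores, and initial fluorescence ratio not above library mean plus 5 SD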;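 note: positive B-score marks a calcium rise read as TRPC4 activation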
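Material: TRPC4beta and mu-opioid receptor HEK293 stable cells | Incubation: 45 min room-temperature Fluo4 loading, 110 s read | Detection: Kinetic Fluo4 calcium fluorescence | Measure: Integrated baseline-normalised fluorescence ratio, converted to per-well B score | Benchmarks: Low control buffer alone, high control maximal DAMGO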
PolyA inhibitor = inhibitors of polyadenylation in S. cerevisiae | S. cerevisiae SKY197-pL101 polyadenylation reporter, beta-gal luminescence; efflux-impaired pdr1/pdr3 knockout yeast; score 100 = 6 SD above DMSO | calls only at 12 µM | 300,000 compounds, 0.02% hits | AID 1875;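 active = lowest replicate activity score at least 50, where 100 means six control SD above control mean; inconclusive = lowest score under 50 but half or more replicates reach 50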;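 note: yeast exposed to compound for 9 h at 30 °C; higher score means more reporter readthrough which indicates perturbed polyadenylation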
* = called active by the depositor; i = inactive; ? = inconclusive; · = not tested or not shown. Not all compounds are listed; rates above refer to the full screens.

| SMILES | AI-2 QS modul | MrgX1 ag | MrgX1 PAM | TRPC6 activator | MrgX1 antag | TRPC6 inh | TRPC4 block | HIF act | TRPC4 PAM | TRPC4 agonist | PolyA inhibitor |
| --- | --- | --- | --- | --- | --- | --- | --- | --- | --- | --- | --- |
| c1ccc(CCNc2nc(-c3ccccn3)cs2)cc1 | 17.8 | i | i | i | i | i | i | 1.5 | i | i | i |
| COc1ccccc1C(=O)COC(=O)CNS(=O)(=O)c1ccc(NC(C)=O)cc1 | 35.1 | i | i | i | i | i | i | -0.1 | i | i | i |
| Cc1ccc(CSCCNC(=O)c2ccc(N(C)S(=O)(=O)c3ccccc3)cc2)cc1 | 2.5 | i | i | i | i | i | i | 0.0 | i | i | i |
| COc1ccc(OC)c(NC(=O)c2cccc(NC(=O)c3ccccc3)c2)c1 | 8.4 | i | i | i | i | i | i | 0.7 | i | i | i |
| O=C(CNS(=O)(=O)c1ccc(F)c(Cl)c1)N1CCCC1 | -3.5 | i | i | i | i | i | i | 0.8 | i | i | i |
| CC(=O)c1ccc(OCCCC(=O)Nc2cccc(-c3nn[nH]n3)c2)cc1 | 38.3 | i | i | i | i | i | i | 0.1 | i | i | i |
| COc1ccccc1NC(=O)Cn1nnc(-c2ccccc2NC(=O)c2cc3ccccc3oc2=O)n1 | 11.2 | i | i | i | i | i | i | 2.4 | i | i | i |
| COc1ccc(NS(=O)(=O)c2cccc3cccnc23)cc1Cl | -7.0 | i | i | i | i | i | i | -29.8 | i | i | i |
| Cc1ccc(C(=O)COC(=O)c2ccco2)cc1C | 12.5 | i | i | i | i | i | i | 3.4 | i | i | i |
| CC(=O)Nc1ccc(C(=O)OCC(=O)NC(=O)NC2CCCCC2)cc1 | 13.9 | i | i | i | i | i | i | 0.6 | i | i | i |
| C[C@@H]1CC=C[C@H]2[C@H]1C(=O)N(Cc1ccccc1)[C@H]2c1ccc(-c2ccc(N(C)C)cc2)cc1F | 15.9 | i | i | i | i | i | i | -0.5 | i | i | i |
| CCOC(=O)c1sc(N/N=C/c2ccccc2)nc1C | 9.8 | i | i | i | i | i | i | 3.7 | i | i | i |
| CCN(CC)c1ccc(S(=O)(=O)N2CCOCC2)cc1NC(=O)COC(=O)c1cccnc1SC | 4.0 | i | i | i | i | i | i | -0.3 | i | i | i |
| CCC(C)c1ccc2oc(-c3ccc(NC(=O)c4ncn[nH]4)cc3)nc2c1 (stereo not drawn) | 0.2 | i | i | i | i | i | i | 0.1 | i | i | i |
| O=C(CCNS(=O)(=O)c1ccccc1C(F)(F)F)NCCCSc1ccccc1 | 13.7 | i | i | i | i | i | i | -0.1 | i | i | i |
| CC(c1cc2ccccc2s1)N(O)C(N)=O (stereo not drawn) | 11.4 | i | i | i | i | i | i | 0.6 | i | i | i |
| CCS(=O)(=O)C(=C(Nc1ccc(OC)cc1)Nc1ccc(OC)cc1)S(=O)(=O)CC | 19.3 | i | i | i | i | i | i | 0.5 | i | i | i |
| NC(=O)C1CCN(C(=O)CSc2ccccn2)CC1 | -1.8 | i | i | i | i | i | i | -0.1 | i | i | i |
| Cc1ccc(OCCn2ccnc2)c(C)c1 | 1.8 | i | i | i | i | i | i | 0.3 | i | i | i |
| CCCn1c(SCC(=O)NNC(=O)c2ccccc2)nnc1-c1cccnc1 | -1.3 | i | i | i | i | i | i | -0.1 | i | i | i |
| CCn1c(=O)cc(SCC(=O)N2CCN(C)CC2)c2ccccc21 | -3.7 | i | i | i | i | i | i | 0.8 | i | i | i |
| CCc1cccc(NC(=O)c2ccc(Br)o2)c1 | 34.2 | i | i | i | i | i | i | 0.5 | i | i | i |
| CCN1CCN(C(c2ccc(C(F)(F)F)cc2)c2ccc3cccnc3c2O)CC1 (stereo not drawn) | -119.3* | i | i | i | i | i | i | 6.2 | i | i | i |
| CCn1cc(C(=O)O)c(=O)c2cnc(N3CCN(C(=S)NC(=O)c4ccc(Cl)cc4Cl)CC3)nc21 | 13.3 | i | i | i | i | i | i | -0.3 | i | i | i |
| COc1cccc(CNC(=O)CN2C(=O)CSc3ccc(S(=O)(=O)N4CCCC4)cc32)c1 | 26.9 | i | i | i | i | i | i | 0.1 | i | i | i |
| Cc1ccc(CN2C(=O)CCC2C(=O)NCCCN2CCOCC2)cc1 (stereo not drawn) | 12.5 | i | i | i | i | i | i | -2.4 | i | i | i |
| Cc1ccc2c(c1)N(CC(=O)N1CCCCC1C)C(=O)CO2 (stereo not drawn) | 30.8 | i | i | i | i | i | i | 0.0 | i | i | i |
| CN1CCN(C(=S)Nc2ccc(Cl)cc2Cl)CC1 | 19.6 | i | i | i | i | i | i | 0.5 | i | i | i |
| CCOc1ccc(NC(=O)CCCn2c(=S)[nH]c3ccsc3c2=O)cc1 | -18.4 | i | i | i | i | i | i | -0.1 | i | i | i |
| Nc1scc[n+]1Cc1cccc2cccnc12 | 3.6 | i | i | i | i | i | i | -0.4 | i | i | i |
| N#CC(C(=O)NC1CCCCC1)=C1CCCCC1 | 2.6 | i | i | i | i | i | i | · | i | i | i |
| Cc1ccc(NC(=O)CCNS(=O)(=O)c2cccc3nsnc23)cc1F | 9.5 | i | i | i | i | i | i | 0.0 | i | i | i |
| COc1cccc(CNS(=O)(=O)/C=C/c2ccc3c(c2)OCO3)c1 | 0.3 | i | i | i | i | i | i | 0.5 | i | i | i |
| CCOC(=O)[C@@H]1C(c2c(OC)cc(OC)cc2OC)=NO[C@@H]1C(=O)OCC | 14.9 | i | i | i | i | i | i | -0.5 | i | i | i |
| O=C(O)c1ccc(OCC(O)Cn2c3ccccc3c3ccccc32)cc1 (stereo not drawn) | 11.5 | i | i | i | i | i | i | -0.5 | i | i | i |
| CC1=NN(C(N)=S)C(=O)C1N=Nc1cccc(C(=O)O)c1 (stereo not drawn) | 8.1 | i | i | i | i | i | i | -2.2 | i | i | · |
| COc1cc(C(=O)N2CCC(NC(=O)C(Cc3ccccc3C)NC(C)=O)CC2)cc(OC)c1OC (stereo not drawn) | 12.0 | i | i | i | i | i | i | -0.2 | i | i | i |
| CC1CCN(CCCNc2cc(NCCO)c([N+](=O)[O-])c3nonc23)CC1 | 18.4 | i | i | i | i | -7.2* | i | 0.4 | i | i | i |
| Cc1ccccc1NC(=O)/C=C1\SC(=O)NC1=O | 15.2 | i | i | i | i | i | i | -0.2 | i | i | i |
| O=c1c2ccccc2c(C=NCc2ccccn2)c(O)n1-c1ccccc1 | 11.2 | i | i | i | i | i | i | -0.5 | i | i | i |
| Cc1cc(C)cc(NC(=O)COc2ccc(C(=S)N3CCOCC3)cc2)c1 | 10.9 | i | i | i | i | i | i | 0.2 | i | i | i |
| O=c1[nH]c(=S)[nH]c2c1C(c1cc([N+](=O)[O-])c(N3CCOCC3)cc1N1CCOCC1)O2 (stereo not drawn) | 1.7 | i | i | i | i | i | i | 0.4 | i | i | i |
| Cc1nnsc1C(=O)N1CCN(c2cc(C(F)(F)F)ccn2)CC1 | 13.2 | i | i | i | i | i | i | -0.5 | i | i | · |
| Cc1cc(=O)oc2cc(NC(=O)CC3(CC(=O)O)CCCC3)ccc12 | 13.8 | i | i | i | i | i | i | -0.4 | i | i | i |
| CN(C)C(=O)C1C2NC(=S)N(c3ccc(Cl)cc3)C1(C)Oc1ccc(Cl)cc12 (stereo not drawn) | 13.8 | i | i | i | i | i | i | -0.2 | i | i | i |
| CC12/C(=N/O)C3C4CC5C3/C(=N/O)C1C5C42 (stereo not drawn) | 7.7 | i | i | i | i | i | i | -0.3 | i | i | i |
| CCOC(=O)c1ccc[n+](CC(=O)Nc2ccccc2OC(F)F)c1 | 14.8 | i | i | i | i | i | i | -0.7 | i | i | i |
| CN(C)/C(=N\O)c1c(Cl)cccc1Cl | 12.8 | i | i | i | i | i | i | -0.3 | i | i | i |
| Cc1ccc(C)c(Nc2cc(C)nc(-c3ccccc3O)n2)c1 | 8.6 | i | i | i | i | i | i | 1.9 | i | i | i |
| O=C(O)CCNC(=O)CCCn1nnc2ccccc2c1=O | 16.3 | i | i | i | i | i | i | 0.0 | i | i | i |
| CCOC(=O)c1sc2nc(N3CCOCC3)c3c(c2c1N)CC(C)(C)N(C)C3 | 13.7 | i | i | i | i | i | i | 0.0 | i | i | i |
| COc1cc(/C=C2\C(=O)N(CCC#N)N=C2C)c(Br)cc1OC(C)C | 21.6 | i | i | i | i | i | i | -1.0 | i | i | i |
| O=C(CSc1ccc(Br)cc1)N1CCOCC1 | 4.4 | i | i | i | i | i | i | -0.3 | i | i | i |
| Cc1ccc(C)c(OCCSc2nnc(C)c(=O)[nH]2)c1 | 18.0 | i | i | i | i | i | i | 0.3 | i | i | i |
| CC(Oc1ccc([N+](=O)[O-])cc1Cl)C(=O)Nc1ccc(C(N)=O)cc1 (stereo not drawn) | 22.0 | i | i | i | i | i | i | -0.2 | i | i | i |
| NS(=O)(=O)c1ccc(CNC(=O)c2cc(=O)[nH]c3ccccc23)cc1 | · | i | i | i | i | i | i | -0.2 | i | i | i |
| CCc1ccc(CNC(=O)c2cc3c(C)nc4ccccc4c3o2)cc1 | 20.9 | i | i | i | i | i | i | 0.1 | i | i | i |
| COc1cc(O)oc1C=Nc1ccc(Cl)cc1Cl | 7.2 | i | i | i | i | i | i | 0.2 | i | i | i |
| COCCOC(=O)C1=C(C)NC(=O)NC1C1CC=CCC1 (stereo not drawn) | 10.7 | i | i | i | i | i | i | 0.1 | i | i | i |
| COc1cc2c(cc1OC)-c1cc(NCc3ccccn3)nc(=O)n1CC2 | 3.5 | i | i | i | i | -5.41* | i | -0.3 | i | i | i |
| Cc1ccc(CNC(=S)NC2CCCCC2)cc1 | ? | i | i | i | i | i | i | 0.3 | i | i | i |
| COc1ccc(CCCc2nnc(SCC(=O)Nc3nccs3)n2C)cc1C | 3.3 | i | i | i | i | i | i | 0.1 | i | i | i |
| COc1cc(-c2nnc(SCc3cc(=O)oc4cc(O)c(O)cc34)o2)cc(OC)c1OC | -11.4 | i | i | i | i | i | i | 0.1 | i | i | i |

Source: PubChem BioAssay (several laboratories)
